Compound activity: PubChem, The Scripps Research Institute Molecular Screening Center
TEAD-YAP block: TEAD-YAP interaction inhibition; HEK-TIYL cells, TEAD-Gal4/YAP UAS-luciferase luminescence; inhibition, % at 9.12 µM; 640,000 compounds, 1.4% hits; AID 1259422; in the data active = inhibition above about 32%;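 note: 0% = median of test compound wells and 100% = reference inhibitor wells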
MITF primary: blocks human microphthalmia-associated transcription factor; O75030; AlphaScreen MITF homodimerization, bead proximity signal; inhibition, % at 2.6 µM; 650,000 compounds, 0.91% hits; AID 1259374; in the data active = inhibition above about 50%;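 note: 0% = vehicle wells with protein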
FBW7 activator: activators of human E3 ligase FBW7; AlphaScreen FBW7–phospho-cyclin E peptide binding, activator screen; Q969H0; 650,000 compounds, 0.13% hits; normalized activity (activation), % at 26.1 µM; in the data active = normalized activity above about 1.9%;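 note: purified mutant Fbw7 with reduced substrate affinity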
Target sequence (Q969H0 whole entry, looked up): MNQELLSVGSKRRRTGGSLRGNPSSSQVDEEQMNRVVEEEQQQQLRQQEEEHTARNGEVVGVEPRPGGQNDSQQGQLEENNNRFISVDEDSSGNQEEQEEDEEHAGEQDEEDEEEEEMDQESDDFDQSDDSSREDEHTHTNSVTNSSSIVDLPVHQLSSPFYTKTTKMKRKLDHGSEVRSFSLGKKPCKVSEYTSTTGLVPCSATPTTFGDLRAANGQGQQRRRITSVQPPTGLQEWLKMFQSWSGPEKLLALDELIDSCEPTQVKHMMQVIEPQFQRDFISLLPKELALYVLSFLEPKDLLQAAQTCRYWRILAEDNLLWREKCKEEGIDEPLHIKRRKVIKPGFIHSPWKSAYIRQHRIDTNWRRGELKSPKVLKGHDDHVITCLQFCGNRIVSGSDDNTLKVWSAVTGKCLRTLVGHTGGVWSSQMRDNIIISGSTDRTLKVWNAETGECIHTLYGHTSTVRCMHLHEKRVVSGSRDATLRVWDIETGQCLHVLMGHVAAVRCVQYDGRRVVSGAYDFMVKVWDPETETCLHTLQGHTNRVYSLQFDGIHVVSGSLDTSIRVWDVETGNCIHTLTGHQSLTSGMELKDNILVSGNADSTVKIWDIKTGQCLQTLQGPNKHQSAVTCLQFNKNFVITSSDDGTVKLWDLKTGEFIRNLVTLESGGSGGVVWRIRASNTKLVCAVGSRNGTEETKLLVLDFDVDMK
GPR151 activ: human GPR151 activation; Q8TDV0; PathHunter beta-arrestin GPR151 cells, luminescence; activation, % at 11.2 µM; 650,000 compounds, 1% hits; AID 1508602; in the data active = activation above about 4.9%;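 note: 0% = median of compound wells and 100% = cells with positive control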
Active calls of the source: *.

Values in the order – TEAD-YAP block, MITF primary, FBW7 activator, GPR151 activ
COc1ccc(C(=O)N2CCN(CCNC(=O)C(=O)NC(C)c3ccccc3)CC2)cc1OC (stereo not given)
→ 4, -7, 0.2, 1.2
COc1ccc(NC(=O)CSC2=NC(C)(C)N=C2c2ccc(Br)cc2)cc1
→ 6, -4, 0.0, 1.7
CC(=O)c1c(C)oc2c1cc(NS(=O)(=O)c1ccc(C)cc1)c1ccccc12
→ 63*, -13, 0.0, -0.8
COc1cccc(CCc2nnc(CCC(=O)N(C)Cc3cccs3)o2)c1
→ -37, 3, 0.0, 0.1
Cc1ccc(NC(=O)Cn2ccc([N+](=O)[O-])n2)cc1C
→ -5, -1, 0.0, 0.6
CCOC(=O)c1cccc(NC(=O)c2cccc([N+](=O)[O-])c2C)c1
→ 9, 12, 0.2, -0.2
Nc1ccc(C(=O)Nc2nc3cc(N)ccc3s2)cc1
→ -59, -2, 0.7, 0.0
CCOC(=O)c1ccc(NC(=O)CCCCCN2C(=O)c3ccccc3C2=O)cc1
→ 12, 2, -0.1, 2.5
COc1ccc(S(=O)(=O)Nc2nnc(C(F)(F)F)s2)cc1
→ -6, -3, 0.1, -0.9
Cc1cc(Cl)c2c([N+](=O)[O-])c(O)ccc2n1
→ 30, -10, -0.1, -1.1
O=S(=O)(c1ccccc1)N1C2C=CC(C2)C1(C(F)(F)F)C(F)(F)Cl (stereo not given)
→ 12, -6, 0.1, 2.1
O=C(Nc1cc(C(F)(F)F)ccc1N1CCCCC1)C1CCN(c2ccc(C(F)(F)F)cc2[N+](=O)[O-])CC1
→ -2, -6, -0.2, -0.9
CCc1ccccc1NC=C1C(=O)OC2(CCCCC2)OC1=O
→ -7, 2, 0.0, -1.6
CNC(=O)c1cc(N2CCOCC2)ccc1Nc1cc(Nc2ccc3c(c2)CC(=O)N3)ncc1C(F)(F)F
→ 18, -11, -0.1, -1.0
CCc1ccccc1N(CC)C(=O)Cc1c(C(=O)O)n(CC)c2ccccc12
→ -3, 19, 1.3, -0.3
CNC(=O)c1ccc(-c2ccc(C)cc2)nc1N(C)C
→ -37, -2, -0.2, -0.5
O=C1CC(N2CCN(Cc3ccc(Cl)cc3)CC2)C(=O)N1c1ccc(Br)cc1 (stereo not given)
→ 5, 19, 0.0, -0.2
CN(C)S(=O)(=O)N(CC(=O)N1CCCC1)c1ccccc1
→ 11, 10, 0.0, -1.3
COc1ccc(C(=O)c2cc([N+](=O)[O-])ccc2N2CCOCC2)cc1
→ 60*, -6, -0.1, 1.2
CCCOC(=O)C1=C(C)NC2=C(C(=O)CC(c3ccc(OC)cc3)C2)C1c1ccc(OCCC)c(OC)c1 (stereo not given)
→ -5, -6, 0.1, 0.5
Cc1ccc(-c2noc(CCC(=O)N3CCN(Cc4ccccc4)CC3)n2)cc1
→ 13, 16, 0.1, 0.7
CC(=O)c1c(C)nc(-c2ccc(Cl)c(Cl)c2)n1O
→ -5, 2, -0.1, -4.6
Cc1cnc(-c2ccc(N3CCOCC3)nc2)nc1NCc1cccc(C(F)(F)F)c1
→ -5, 7, -0.1, 0.0
O=C(NCc1cccnc1)c1cccc(-c2ccccc2)n1
→ 7, -14, 0.2, -1.4
CS(=O)(=O)CC[C@@H](C(=O)NCc1ccc(F)cc1)N1Cc2ccccc2C1=O
→ -1, -4, -0.3, 1.0
CN(Cc1ccccc1)Cc1nc2c(c(=O)n(C)c(=O)n2C)n1Cc1ccccc1F
→ 5, 14, 0.5, 0.2
CCOc1ccc(NC(=O)CN(CCc2ccccc2)S(=O)(=O)c2ccccc2)cc1
→ -16, 27, 1.2, -0.4
O=C1CC(c2c(F)cccc2Cl)Nc2ccc3ccccc3c21 (stereo not given)
→ 9, 11, -0.1, -1.1
Cc1cc(C)c(C#N)c(N2CCN(c3ccccc3F)CC2)n1
→ -3, -3, 0.1, -0.5
Cc1cc2nc(C(C)(C)C)cc(C(F)(F)F)n2n1
→ 11, -12, 0.0, 0.9

The list continues:
Values in the order – TEAD-YAP block, MITF primary, FBW7 activator, GPR151 activ
CN1CCC(O)(c2ccc3c(c2)CN(Cc2ccsc2)CCO3)CC1
→ -8, -3, -0.1, -0.9
CC(C)C[C@H]1C(=O)N2CCN(C(=O)c3ccc(Cl)cc3)C[C@@H]2C(=O)N1C
→ 0, 7, -0.2, -0.9
Cc1ccc(S(=O)(=O)N(CC(=O)N2CCOCC2)c2cccc([N+](=O)[O-])c2)cc1
→ -18, 17, 0.3, 1.5
CCOc1ccc(C(=O)Nc2ccc(C(C)=O)cc2)cc1Br
→ -26, -2, -0.1, 1.3
O=c1/c(=C\c2cn(Cc3ccccc3)c3ccccc23)sc2nc3ccccc3n12
→ 4, 12, 0.5, -2.0
N#Cc1cc([N+](=O)[O-])ccc1NC(=O)COC(=O)c1cccs1
→ 0, -7, -0.1, -0.3
COCCNc1c(-c2ccc(N)cc2)nc2cc(C)ccn12
→ -23, 1, 0.0, -0.9
Cc1cc(NC(=O)CN2CC(=O)Nc3ccccc32)no1
→ -5, 7, 0.1, 0.0
CCN1CCCC1CNS(=O)(=O)c1cccc2nsnc12 (stereo not given)
→ 0, 4, 1.0, 1.5
COc1ccc(CCNC(=O)CCCCCn2c(SCC(=O)Nc3ccc(F)cc3)nc3cc4c(cc3c2=O)OCO4)cc1OC
→ -2, -8, 0.1, 2.2
COC(=O)c1c(OCc2ccncc2)cc(=O)n2c1CCN(Cc1ccccc1OC)CC2
→ -16, 7, 0.1, 0.2
CC/C(C)=N\NC(=O)C(NC(=O)c1ccccc1)c1ccccc1 (stereo not given)
→ 8, -2, 0.0, 0.6
COc1ccc(S(=O)(=O)N2CCCc3ccccc32)cc1C
→ 37*, -24, 0.5, 1.0
CSc1ccc(S(=O)(=O)Nc2c(C)cc(Br)cc2C)cc1
→ -3, 2, 0.0, 0.5
CCCCc1nc(SCC(=O)Nc2ccc(Br)cn2)n[nH]1
→ 5, 11, 0.0, -0.7
CCCCCOc1ccc(C2(c3ccccc3)NC(=O)NC2=O)cc1 (stereo not given)
→ -2, 0, 0.0, 1.6
CC(C)c1nnc2n1CCN(Cc1ccc3c(c1)OCCO3)CC2
→ 11, 12, -0.1, 0.4
Cc1ccc(S(=O)(=O)NC2CCCCC2)c(C)c1NS(C)(=O)=O
→ -10, -7, -0.1, -0.7
O=c1ccc2cc(S(=O)(=O)NCc3ccccc3)ccc2o1
→ 1, -2, 0.0, -1.1
O=C(CN1C(=O)c2ccccc2C1=O)Nc1nc(-c2ccc3c(c2)OCO3)cs1
→ 8, 2, 0.6, 0.2
Cc1ccc(CSc2nnc3ccc(-c4ccccn4)nn23)cc1
→ -8, -6, 0.5, -0.8
O=C(C1CCN(Cc2ccccc2Cl)CC1)N1CCOCC1
→ -2, 45, 0.0, -1.0
O=C(Cc1ccccc1)OCCN1C(=O)C2CC=C(Cl)CC2C1=O (stereo not given)
→ -2, 11, 0.1, -0.1
C/C(CN1C(=O)c2ccccc2C1=O)=N/NC(=O)c1cc([N+](=O)[O-])cc([N+](=O)[O-])c1
→ -1, 10, 0.3, 0.5
Cc1ccc(C(=O)Nc2c(C)cc(Br)cc2Br)cc1
→ -47, -5, 0.1, 1.0
Cc1ccc(O)c(/C=C2/C(=O)NN(c3cccc(Br)c3)C2=O)c1
→ 5, 20, 0.3, 0.3
c1cncc(-c2ccc(NC3CC3)nc2)c1
→ -15, 18, -0.1, -0.7
O=C(c1ccccc1)N1CCN=C1SCc1ccccc1
→ -5, 5, 0.0, 0.0
CCCCNC(=O)c1sc2ncn(CC(=O)N3CCCCC3C)c(=O)c2c1C (stereo not given)
→ 2, -3, 0.0, -0.8
Cc1ccc(C(=O)Nc2nn[nH]n2)cc1C
→ -2, 16, 0.1, 0.0

Sorted by length of the SMILES (rising): 6 of the compounds above.
Values in the order – TEAD-YAP block, MITF primary, FBW7 activator, GPR151 activ
Cc1cc(NC(=O)CN2CC(=O)Nc3ccccc32)no1
→ -5, 7, 0.1, 0.0
CCOc1ccc(C(=O)Nc2ccc(C(C)=O)cc2)cc1Br
→ -26, -2, -0.1, 1.3
CC(C)c1nnc2n1CCN(Cc1ccc3c(c1)OCCO3)CC2
→ 11, 12, -0.1, 0.4
CC/C(C)=N\NC(=O)C(NC(=O)c1ccccc1)c1ccccc1 (stereo not given)
→ 8, -2, 0.0, 0.6
O=C(CN1C(=O)c2ccccc2C1=O)Nc1nc(-c2ccc3c(c2)OCO3)cs1
→ 8, 2, 0.6, 0.2
Cc1ccc(S(=O)(=O)N(CC(=O)N2CCOCC2)c2cccc([N+](=O)[O-])c2)cc1
→ -18, 17, 0.3, 1.5

Limited to TEAD-YAP block, for 6 of the compounds above:
Structure,TEAD-YAP block
Cc1ccc(NC(=O)Cn2ccc([N+](=O)[O-])n2)cc1C,-5
CCOC(=O)c1cccc(NC(=O)c2cccc([N+](=O)[O-])c2C)c1,9
Nc1ccc(C(=O)Nc2nc3cc(N)ccc3s2)cc1,-59
CCOC(=O)c1ccc(NC(=O)CCCCCN2C(=O)c3ccccc3C2=O)cc1,12
COc1ccc(S(=O)(=O)Nc2nnc(C(F)(F)F)s2)cc1,-6
Cc1cc(Cl)c2c([N+](=O)[O-])c(O)ccc2n1,30

Additional compounds.
structure	TEAD-YAP block	MITF primary	FBW7 activator	GPR151 activ
Cc1cccc(CN2CCC3(CC2)CC3C(=O)NCc2ccccc2)n1 (stereo not given)	-4	-4	0.0	-0.2
COc1ccccc1NC(=O)c1c(NCc2cccnc2)sc2c1CCC(C)C2 (stereo not given)	4	-3	-0.2	0.5
COc1cc(C2C(C#N)=C(N)Oc3n[nH]c(-c4ccc5c(c4)OCO5)c32)ccc1OC(=O)c1cccs1 (stereo not given)	-8	8	0.1	-1.0
Cc1cc(C(C)(C)C)cc(S(=O)(=O)Nc2ccc(C(=O)N3CCOCC3)cc2)c1C	-6	6	-0.1	-0.5
O=C(O)C1CCC(CNS(=O)(=O)c2cccc3nsnc23)CC1 (stereo not given)	-8	18	0.3	-1.3
Cc1cccc(/C=N/NC(=O)c2ccc(NC(=O)c3ccc(F)cc3)cc2)n1	-10	7	-0.1	-0.5
Cc1ccc(-c2[nH]nc3c2C(c2ccc(Cl)cc2)C(C#N)=C(N)O3)cc1 (stereo not given)	-6	1	-0.2	1.0
COc1cccc(C(=O)Nc2nc(-c3cc4cccc(OC)c4o3)cs2)c1OC	3	15	1.0	0.9
NC(=O)c1c(NC(=O)c2ccc([N+](=O)[O-])s2)sc2c1CCCC2	-6	-12	-0.1	1.5
COc1ccc(Cl)cc1NC(=S)NN1CCOCC1	8	10	-0.1	1.6
COc1cccc(NC(=O)CCNc2c(N3CCCC3)c(=O)c2=O)c1	1	-20	-0.1	0.1
CCN(Cc1ccccc1)C(=O)Cn1cnc(C)cc1=O	-2	-2	-0.1	0.2
O=c1[nH]c(COc2ccc(F)cc2)nc2sc3c(c12)CCC3	-5	-8	0.0	-0.7
O=C(Nc1ccccc1Cl)c1cc(S(=O)(=O)N2CCN(c3cccc(Cl)c3)CC2)ccc1F	-1	6	-0.1	0.8
CC(=O)Nc1ccc2nc(SCC(=O)N3CCc4ccccc43)sc2c1	1	3	-0.1	1.0
COc1ccccc1C(=O)NC(=S)Nc1cc(C(=O)O)ccc1C	-4	6	0.1	0.3
CCN(CC)CCn1c(NCc2ccc(OC)c(OC)c2)nc2ccccc21	-15	8	-0.1	-0.2
CC1CN(c2nc(-c3ccc(C(C)(C)C)cc3)nc3ccccc23)CC(C)O1 (stereo not given)	30	12	0.0	1.8
O=C(CCc1ccccc1)Nc1ccc(S(=O)(=O)N2CC3CC(C2)c2cccc(=O)n2C3)cc1 (stereo not given)	8	7	0.0	-0.1
O=C(CSc1nnc(-c2ccncc2)o1)Nc1nc2ccccc2s1	-1	4	-0.1	-3.1
CC(=O)Nc1cnc2cnc(-c3ccc4ccccc4c3)cn12	-1	0	0.6	-1.3
CCOc1ccc(NC(=O)CS(=O)CC(=O)NC2CCCc3ccccc32)cc1 (stereo not given)	-3	-4	0.0	2.2
Cc1cc(C(=O)NN=C2CCCC2)c(C)n1-c1ccccc1	25	5	-0.2	-2.1
CC1=NNC(=O)C1CCC(=O)N/N=C\c1cccc(Cl)c1 (stereo not given)	7	1	0.2	3.4
COc1ccc(/C(N)=N/OC(=O)CN2C(=O)c3ccccc3C2=O)cc1	8	6	0.2	3.8
OC1(c2ccccc2F)CCN(Cc2nnnn2Cc2ccccc2)CC1	-1	-1	0.1	0.6
COC(=O)c1cccc(S(=O)(=O)N2CCC(c3nc4ccccc4s3)CC2)c1	4	14	-0.1	1.3
